Compound activity from PubChem BioAssay.
TrxR1 inh = inhibitors of rat thioredoxin reductase 1; recombinant rTrxR1, NADPH fluorescence consumption, selenite substrate; AID 588453; Potency, µM (highest dose often 114 µM), for inactives: top-dose activity change, negative = inhibition, actives largely listed as inhibitors; 1% of 390,000 active; O89049; note: potency is the fitted concentration of half-maximal effect; % is set by controls: 0 for no effect and ±100 for the full control effect; nearly all actives have a fitted effect of over 65% in size
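Rat TrxR1 (90 nM in the dispensed reagent) was pre-reduced with 400 uM NADPH for 5 min at room temperature, then incubated with compound for 15 min. After 400 uM selenite was added, NADPH fluorescence (Ex 340/Em 450 nm) was followed for 8 min.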
USP1 inh = blocks the human USP1/UAF1 deubiquitinase complex; 0.23% of 390,000 active; Potency, µM (highest dose often 57.1 µM), inactives show at the highest dose activity change, negative = inhibition, most hits filed as inhibitors; AID 743255; O94782; recombinant USP1/UAF1, Ub-Rhodamine cleavage fluorescence; note: potency is the fitted concentration of half-maximal effect; % is set by controls: 0 for no effect and ±100 for the full control effect; nearly all actives have a fitted effect of over 60% in size; inactives centre near -12
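Step one: compound is pinned into 1nM USP1/UAF1 in HEPES pH 7.8 buffer with TCEP. Step two: 15 min room-temperature incubation. Step three: Ub-Rho (150nM final) starts cleavage, tracked by fluorescence over six one-minute reads.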
PGK inhibitor = inhibitors of T. brucei phosphoglycerate kinase; P07378; PGK/GAPDH coupled, Kinase-Glo luminescence, 60 min; Potency, µM (highest dose often 57.5 µM), without a hit: top-dose activity change, negative = inhibition, actives largely listed as inhibitors; 0.043% of 380,000 active; AID 602233; note: potency is the fitted concentration of half-maximal effect; % is set by controls: 0 for no effect and ±100 for the full control effect; nearly all actives have a fitted effect of over 60% in size
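Recombinant glycosomal PGK reaction used 1,3-bisphosphoglycerate generated in-well by GAPDH (100nM final) in 100mM TEA pH 7.6, 5mM MgCl2, 0.01% Tween-20. After 60 minutes at room temperature, ATP was read by Kinase-Glo Plus luminescence end-point.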
HP1b chromo inh = inhibitors of HP1-beta chromodomain binding to methylated histone tails; P83916; AlphaScreen HP1-beta / biotin-H3K9me3 peptide binding; Potency, µM (titrated, usually from 114 µM), for inactives: at the top dose activity change, negative = inhibition, actives largely listed as inhibitors; AID 540317; 0.56% of 390,000 active; note: potency is the fitted concentration of half-maximal effect; nearly all actives have a fitted effect of over 70% in size; inactives centre near 23
Target sequence (P83916 whole entry, looked up): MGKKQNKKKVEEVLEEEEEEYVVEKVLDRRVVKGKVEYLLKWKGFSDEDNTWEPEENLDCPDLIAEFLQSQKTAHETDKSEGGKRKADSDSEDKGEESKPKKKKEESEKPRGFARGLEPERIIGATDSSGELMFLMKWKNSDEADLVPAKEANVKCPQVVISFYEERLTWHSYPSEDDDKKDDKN
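HP1-beta protein (50 nM final) preincubated 30 min at room temperature with biotinylated H3(1-18)K9me3 peptide (50 nM) in PBS pH 7.4, 0.01% Tween-20, then compound added for 30 min. AlphaScreen streptavidin donor/nickel chelate acceptor beads (10 ug/mL final), 30 min dark, luminescence read.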
TrxR1 substrate = rat thioredoxin reductase 1 substrate activity | O89049 | purified TrxR1 substrate turnover, NADPH consumption readout | Potency, µM (highest dose often 114 µM), without a hit: at the top dose activity change, negative = substrate turnover | 0.01% of 390,000 active; note: potency is the fitted concentration of half-maximal effect; % is set by controls: 0 for no effect and ±100 for the full control effect; nearly all actives have a fitted effect of over 50% in size
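Rat TrxR1, dispensed at 90 nM, was prereduced with 400 uM NADPH (final) for 5 min at ~22 deg C, then incubated with compound 15 min before 400 uM selenite. A first-read NADPH fluorescence drop versus no-compound background flagged substrates.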
mIDH1 inhibitor = human IDH1 R132H inhibition; O75874; IDH1-R132H enzyme, NADPH consumption, diaphorase/resazurin fluorescence; Potency, µM (series often up to 76.6 µM), for the others: at the highest dose activity change, negative = inhibition, actives largely listed as inhibitors; 0.093% of 390,000 active; note: potency is the fitted concentration of half-maximal effect; % is set by controls: 0 for no effect and ±100 for the full control effect; nearly all actives have a fitted effect of over 65% in size
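IDH1-R132H (0.5 ug/mL dispensed) in pH 7.5 Tris buffer was preincubated 30 min with compound, then given a substrate mix of 0.016 mM NADPH and 2 mM alpha-KG for 80 min at room temperature; remaining NADPH was read by diaphorase/resazurin fluorescence.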
GLS inhibitor = glutaminase GLS (human) inhibition; 0.21% of 410,000 active; GLS enzymatic activity, qHTS titration; Potency, µM (highest dose often 45.5 µM), inactives show at the highest dose activity change, negative = inhibition, usual class: inhibitors; note: potency is the fitted concentration of half-maximal effect; % is set by controls: 0 for no effect and ±100 for the full control effect
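Enzyme dispensed in phosphate buffer (45 mM, pH 8.2, 0.02% Tween-20), compounds pinned in, then 1 mM L-glutamine solution and the glutamate oxidase–HRP–Amplex Red mix added; fluorescence read immediately and again after 30 min at room temperature.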
PI4K2A block = PI4K2A (human) kinase inhibition. Q9BTU6. purified PI4K2A, ADP-Glo luminescence, 1 h; hits give low values. activity change, negative = inhibition, % at 76.9 µM. 0.13% of 420,000 active. AID 1346378; in the data active = activity change below about -50%; inconclusive = mostly about -30% to -49%;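 note: -100% = wells without enzyme as full effect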
Target sequence (Q9BTU6 whole entry, looked up): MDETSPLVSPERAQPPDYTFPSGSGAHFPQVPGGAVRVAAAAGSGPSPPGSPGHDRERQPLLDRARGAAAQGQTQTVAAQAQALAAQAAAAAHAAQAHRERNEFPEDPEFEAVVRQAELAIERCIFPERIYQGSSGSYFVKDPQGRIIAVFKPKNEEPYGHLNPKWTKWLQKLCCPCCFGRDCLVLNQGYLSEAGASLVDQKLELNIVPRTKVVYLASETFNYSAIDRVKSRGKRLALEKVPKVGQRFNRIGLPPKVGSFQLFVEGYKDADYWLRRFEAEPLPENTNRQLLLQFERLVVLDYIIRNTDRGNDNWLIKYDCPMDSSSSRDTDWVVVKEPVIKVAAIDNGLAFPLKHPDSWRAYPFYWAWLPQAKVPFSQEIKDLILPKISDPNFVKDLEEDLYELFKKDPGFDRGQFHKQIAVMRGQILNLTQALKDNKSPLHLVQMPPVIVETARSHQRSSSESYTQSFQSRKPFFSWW
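Compounds are screened against recombinant PI4K2A using PI as substrate and ATP, the latter dispensed at 300 microM. Reactions run one hour at ambient temperature before ADP-Glo detection; full inhibition defined by wells lacking enzyme.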
Pin1 inh = blocks the human prolyl isomerase Pin1; Pin1 FP peptide displacement, HiFluor488, 10 min; Potency, µM (doses to about 115 µM), for inactives: top-dose activity, negative = inhibition, actives largely listed as inhibitors; 0.009% of 390,000 active; AID 504891; active = well fitted inhibition curve with a large enough effect in the polarisation, with a control signal flat, not every such curve was filed as active; inconclusive = small, poorly fitted or top-dose-only effect, or effect the other way, or a change in a side signal; inactive = no such curve, though single readings can be large or run the other way; the % refers to the polarisation; note: potency is the fitted concentration of half-maximal effect; % is set by controls: 0 for no effect and ±100 for the full control effect
Target sequence (Q13526 whole entry, looked up): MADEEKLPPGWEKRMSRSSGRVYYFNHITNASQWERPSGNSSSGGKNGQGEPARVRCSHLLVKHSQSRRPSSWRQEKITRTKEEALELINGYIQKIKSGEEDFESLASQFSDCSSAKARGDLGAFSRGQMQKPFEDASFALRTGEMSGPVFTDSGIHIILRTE
Numbers without * were called inactive; i = inactive; ? = inconclusive; nt = no result given; & = joins results of further samples; [ ] = dose if it differs, or a comment. Unless noted, calls come from the whole dose curve; as a rule, active = well fitted curve in the direction sought with a large enough effect; inconclusive = small, poorly fitted or top-dose-only effect, or another doubt; inactive = no such curve, though single readings can be large; an effect the other way counts as inactive or inconclusive.

compound	TrxR1 inh	USP1 inh	PGK inhibitor	HP1b chromo inh	TrxR1 substrate	mIDH1 inhibitor	GLS inhibitor	PI4K2A block	Pin1 inh
O=C(NNC(=O)c1ccccc1O)c1cc2ccccc2o1	2.8%	-22.7%	5.6%	31.6%	-3.1%	-9.9%	50.2%[activator]	-6.1	-1.0%
Cc1ccc(CNC(=O)COc2ccc(S(=O)(=O)N3CCOCC3)cc2)cc1	5.5%[57.1 µM]	-6.0%	-6.1%	20.6%	0.1%[57.1 µM]	0.0%	0.7%	-1.0	-5.5%
O=C(CCc1nc2ccccc2c(=O)[nH]1)NCCN1C(=O)S/C(=C\c2ccc(OC(F)F)cc2)C1=O	?	-1.3%	-1.7%	18.3%	-5.7%	0.1%	-0.1%	3.0	11.4%
CCSc1nnc(NC(=O)CN(C)S(=O)(=O)c2ccc(F)cc2)s1	16.4%	-6.0%	-6.4%	11.7%	9.6%	-1.6%	-2.2%	-0.5	-3.0%
Cc1ccccc1NC(=O)c1cc(S(=O)(=O)N2CCCCC2)cs1	22.6%	-26.4%	0.8%[11.5 µM]	18.5%	9.3%	-1.3%	15.6%	4.0	-2.3%
Cc1ccc(C)c(S(=O)(=O)N2CCN(C(=O)CCC(=O)NCc3ccc(Cl)cc3Cl)CC2)c1	28.2%	-6.1%	1.8%	26.4%	-2.9%	-4.5%	0.7%	0.5	4.7%
O=c1ccnc(SCCc2ccccc2)[nH]1	11.8%	-13.8%	-7.3%	21.2%	3.6%	4.7%	0.0%	-0.8	-7.5%
O=C(Nc1nc2ccc(F)cc2s1)c1ccccn1	4.6%[57.1 µM]	-13.6%	-24.5%	60.6%[activator]	-0.2%[57.1 µM]	9.7%	-7.5%	-27.5	16.6%
COc1ccccc1OCC(=O)N(Cc1ccco1)Cc1ccccc1F	6.2%	-8.8%	-0.3%	-8.3%	-6.4%	0.0%	-10.6%	2.0	4.8%
Cc1ccc(S(=O)(=O)NC2CC2)s1	20.1%	-7.6%	1.9%	39.0%[activator]	6.7%	9.3%	2.0%	5.7	-4.4%
CCn1c(SCC(=O)Nc2ccc(C)cc2)nnc1-c1cnccn1	14.1%	-15.3%	1.6%	26.6%	6.1%	23.4%	3.1%	-3.4	-3.9%
CC(NC(=O)c1ccc2c(c1)sc1nc(-c3ccccc3)cn12)C12CC3CC(CC(C3)C1)C2 (centres undefined)	0.7%	3.6%	7.5%	37.9%	10.3%[11.4 µM]	-10.7%	-9.9%	-2.8	2.7%
CC(C)C(C(=O)C=[N+]=[N-])N1C(=O)c2ccccc2C1=O (centres undefined)	-0.9%	-17.2%	5.1%	72.7%[activator]	-1.0%	1.1%	11.3%	4.0	-6.1%
Cc1cc(O)c(/C=N/Nc2ccccc2)c(=O)o1	-0.1%[57.1 µM]	-13.0%	4.5%	2.6%	5.6%[57.1 µM]	-2.3%	24.9%	-1.1	-3.0%
CCOc1cc(S(=O)(=O)NCc2ccccc2)c(OCC)cc1-n1cnnn1	17.2%	-9.3%	i	11.1%	96.1%[activator]	6.5%	6.6%	-4.5	-9.9%

Carrying on.
compound	TrxR1 inh	USP1 inh	PGK inhibitor	HP1b chromo inh	TrxR1 substrate	mIDH1 inhibitor	GLS inhibitor	PI4K2A block	Pin1 inh
CCN(Cc1ccccc1)C(=O)Cn1c(=O)n(CC(=O)N2CCCCC2)c(=O)c2sccc21	22.3%[57.1 µM]	-16.7%	-3.3%	74.6%[activator]	4.1%[57.1 µM]	-13.0%	-8.8%	10.2	3.0%
CC(=O)c1ccc(OC(C)C)c(Cc2c(O)nc(N)[nH]c2=O)c1	-9.9%[57.1 µM]	4.8%	7.2%	15.0%	3.8%[57.1 µM]	7.0%	15.9%	0.6	2.0%
O=C(O)CCCN1C(=O)/C(=C\c2ccco2)SC1=S	22.4µM*	-11.6%	-8.8%	?	6.8%[57.1 µM]	-7.8%	?	-25.6	nt
CCCc1nc(SCC(=O)N2CCCC2)c2c(=O)n(C)c(=O)n(C)c2n1	31.3%	-19.4%	1.4%	19.5%	3.7%	-6.1%	1.0%	-3.4	3.8%
O=C(O)c1nn(-c2cccc(C(F)(F)F)c2)ccc1=O	1.3%[57.1 µM]	-10.2%	-4.4%	22.7%	1.0%[2.29 µM]	-9.9%	-0.8%	5.1	3.0%
CCOc1ccc(S(=O)(=O)NCCc2c(C)[nH]c3c(Cl)cccc23)cc1C	8.4%	-19.5%	-1.5%	-6.2%	-5.9%	-4.2%	3.4%	-15.3	-5.7%
COc1cc2c(C(=O)N(C)c3ccc(F)cc3)cn(C)c(=O)c2cc1OC	13.0%[57.1 µM]	-16.2%	i	19.4%	2.5%[57.1 µM]	1.1%	-13.5%	4.6	?
Cc1ccc(CNC(=O)c2cccnc2)cc1	7.8%	0.9%	7.1%	34.0%	-1.2%	-1.9%	4.9%	3.4	6.2%
CCNC(=O)CC1C(=O)N(c2ccc(C)cc2)C(=O)N1CCC(C)C (centres undefined)	9.7%[57.1 µM]	-19.3%&-8.6%	0.5%&-5.4%	37.5%&12.6%	9.4%[57.1 µM]	2.2%&0.0%	-4.2%&-1.7%	0.9&3.9	-3.3%&-4.3%
Cc1ccc(S(=O)(=O)NC2=NCCC2)cc1	5.8%	-11.2%	-9.1%	19.7%	-4.0%[57.1 µM]	1.6%	-0.7%	4.7	-5.0%
CC1(C)CC(=O)C=C(C(=O)N2CCCC(CCC(=O)NCc3ccccc3F)C2)O1 (centres undefined)	-2.8%	-10.4%	3.7%	42.5%[activator]	2.0%	-4.4%	1.8%	10.2	0.7%
CCOC(=O)c1ccc(NC(=O)CSC2=NC(=O)C(CC)C(=O)N2)cc1 (centres undefined)	-9.1%	-6.3%	-2.7%	19.8%	-5.0%	0.0%	6.8%	1.9	-13.4%
CC1CC(C)(C)NC(=S)N1CCC(=O)N1c2ccccc2CC1C (centres undefined)	3.8%	-23.7%	7.3%	33.2%	5.0%	15.5%	-0.4%	2.4	-0.9%
O=C(O)C12CC3CC(C1)CC(n1ncc(N4CCN(c5ccccc5)CC4)c(Cl)c1=O)(C3)C2	-6.8%	-10.8%	-8.5%	31.0%	-7.3%	-10.5%	7.4%	5.0	-7.2%
CCCn1c(C)cc(/C=C(\C#N)C(=O)OCC(=O)N(CC)c2c(N)n(Cc3ccccc3)c(=O)[nH]c2=O)c1C	-13.2%	-7.4%	5.3%	6.5%	-7.3%	7.2%	-10.8%	-1.0	?

Arranged by count of non-hydrogen atoms (smallest number first): 4 of the compounds above.
compound	TrxR1 inh	USP1 inh	PGK inhibitor	HP1b chromo inh	TrxR1 substrate	mIDH1 inhibitor	GLS inhibitor	PI4K2A block	Pin1 inh
Cc1ccc(CNC(=O)c2cccnc2)cc1	7.8%	0.9%	7.1%	34.0%	-1.2%	-1.9%	4.9%	3.4	6.2%
O=C(O)CCCN1C(=O)/C(=C\c2ccco2)SC1=S	22.4µM*	-11.6%	-8.8%	?	6.8%[57.1 µM]	-7.8%	?	-25.6	nt
CC1CC(C)(C)NC(=S)N1CCC(=O)N1c2ccccc2CC1C (centres undefined)	3.8%	-23.7%	7.3%	33.2%	5.0%	15.5%	-0.4%	2.4	-0.9%
COc1cc2c(C(=O)N(C)c3ccc(F)cc3)cn(C)c(=O)c2cc1OC	13.0%[57.1 µM]	-16.2%	i	19.4%	2.5%[57.1 µM]	1.1%	-13.5%	4.6	?

Later entries:
compound	TrxR1 inh	USP1 inh	PGK inhibitor	HP1b chromo inh	TrxR1 substrate	mIDH1 inhibitor	GLS inhibitor	PI4K2A block	Pin1 inh
O=C(CN1CCN(C(=O)N2CCOCC2)CC1)Nc1cc(Cl)ccc1Cl	-5.1%[57.1 µM]	-3.2%	-9.0%	-2.7%	-4.6%[57.1 µM]	-1.7%	12.4%	0.3	-2.6%
O=C(O)Cc1sc(-c2ccc(Cl)cc2)nc1-c1ccccc1	2.1%	-19.1%	-5.7%	?	4.6%	4.5%	10.7%&-27.8%	2.9	-5.2%
N#CCCN(Cc1ccccc1)C(=S)Nc1ccccc1	-6.7%	-18.8%	-7.0%	?	0.2%	0.4%	-5.4%	-4.6	0.1%
CC(=O)N1CCN(c2cccc(C)c2C)CC1	10.9%	-17.5%	1.3%	8.2%	5.7%	-2.7%	18.2%	-0.4	-6.3%
CC(=O)Nc1ccc(OCCC[n+]2cccc(C(=O)[O-])c2)cc1	-0.5%[57.1 µM]	-17.8%	-1.4%	35.3%	0.3%[57.1 µM]	-3.0%	0.4%	-5.0	-1.5%
O=C1c2ccccc2NC(c2ccc3c(c2)OCO3)N1Cc1ccco1 (centres undefined)	67.6%[activator]	nt	nt	11.9%[57 µM]	137.3%[activator]	nt	nt	nt	-6.6%
CC(=O)OC1OCCOC1NC(=S)NCc1ccco1 (centres undefined)	-4.2%[57.1 µM]	-22.9%	3.8%	-2.5%	9.2%[57.1 µM]	-5.3%	-3.3%	-8.1	1.2%
Nc1nonc1-n1nnc(C(=O)N/N=C/c2c(Cl)cccc2Cl)c1CSC1=NCCS1	16.8%	-12.9%	i	5.3%	2.1%	-1.1%	-14.9%	3.1	-51.0%

Not all compounds are listed (hit frequency here may not be typical).
